p-CIP stab down: p/CIP protein destabilization; Q05BA5; F442A p/CIP-EGFP cells, EGFP fluorescence, 16 h; decrease of EGFP signal, % at 10 µM; hit rate 0.01% among 290,000; AID 1984;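 active = EGFP signal decrease of at least 30% at 10 µM or well 3 SD below plate mean, unless failing retest; inactive = the rest, including hits failing retest or dose response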; note: some compounds called inactive have numbers as strong as hits; many of its hits are not listed in these tables
IMP-1 inh: inhibitors of Pseudomonas aeruginosa IMP-1 metallo-beta-lactamase; hit rate 0.45% among 290,000; purified IMP-1, nitrocefin hydrolysis, epi-absorbance fluorescence; inhibition, % at 5.6 µM;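 active = inhibition above the mean plus 3 SD of all compounds in the same screening run, cut at about 4.5% in these data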;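 note: 0% = IMP-1 with DMSO and 100% = DMSO wells lacking enzyme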
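assay system = purified recombinant IMP-1 metallo-beta-lactamase enzyme | schedule = 15 min preincubation plus 25 min reaction at 25 °C | signal = Epi-absorbance fluorescence, 480 nm excitation, 530 nm emission | read-out basis = percent inhibition from optical density relative to buffer-blank wells | controls = IMP-1 with DMSO as 0%, enzyme-free DMSO as 100%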
IDE cell activ: activators of human insulin-degrading enzyme in cells; P14735; HEK cells, FAbeta-B cleavage, fluorescence polarization; 0% vehicle, 100% cell-free pure enzyme wells; activation, % at 5.96 µM; hit rate 0.073% among 340,000; AID 493087;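 active = activation above the mean of all tested compounds plus 3 SD, set per screening campaign, cut at about 17% in these data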
DNA FID counter: counter-screen for HCV NS3 helicase inhibitors: DNA intercalator displacement; AID 1845; inhibition, % at 7.9 µM; hit rate 0.17% among 290,000; DNA fluorescent intercalator displacement, fluorescence; in the data active = inhibition above about 37%;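 note: 0% = vehicle and 100% = reference compound; higher means more ethidium bromide displaced from hairpin DNA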
MEKK3 PB1 HTS: modulators (inhibitors or enhancers) of MEK5 binding to human MEKK3 PB1 domain | Q99759 | bead-based flow cytometry, Alexa488-MEK5 binding to MEKK3; actives lie on both sides; 0 = blocked by unlabeled MEK5, 100 = vehicle | binding response (% of control), % at 10 µM | hit rate 1.4% among 290,000 | AID 1529;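 active = binding response more than 3 SD above or below the average of its plate-row segment, actives on both sides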;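 note: Alexa488 bead fluorescence after subtracting the streptavidin-only scavenger bead signal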
Target sequence (Q99759 whole entry, looked up, the tested form may be a part): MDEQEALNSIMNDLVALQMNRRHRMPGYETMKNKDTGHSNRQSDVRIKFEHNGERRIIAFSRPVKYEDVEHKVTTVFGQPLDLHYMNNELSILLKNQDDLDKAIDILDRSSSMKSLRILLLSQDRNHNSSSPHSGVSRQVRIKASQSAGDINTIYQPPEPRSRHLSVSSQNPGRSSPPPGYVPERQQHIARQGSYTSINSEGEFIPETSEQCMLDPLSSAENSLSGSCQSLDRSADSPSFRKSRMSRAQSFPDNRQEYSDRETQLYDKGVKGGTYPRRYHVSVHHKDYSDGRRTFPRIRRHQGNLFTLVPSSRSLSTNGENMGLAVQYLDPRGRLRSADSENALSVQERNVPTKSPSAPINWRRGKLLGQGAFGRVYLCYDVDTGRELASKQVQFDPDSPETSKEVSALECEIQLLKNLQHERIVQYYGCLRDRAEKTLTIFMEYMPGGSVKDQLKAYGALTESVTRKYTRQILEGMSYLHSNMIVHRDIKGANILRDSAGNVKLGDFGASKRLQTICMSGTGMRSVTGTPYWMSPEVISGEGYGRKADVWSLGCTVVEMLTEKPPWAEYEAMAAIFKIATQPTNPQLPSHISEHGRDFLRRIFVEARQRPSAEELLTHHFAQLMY
UBC9 SUMO inh: SUMOylation inhibition. P63279. HTRF SUMOylation assay, SAE1/SAE2 + UBC9, in vitro. inhibition, % at 35 µM. hit rate 0.36% among 290,000; in the data active = inhibition above about 50%, passing the limit was not always enough; note: strong numbers were not always called active
Target sequence (P63279 whole entry, looked up): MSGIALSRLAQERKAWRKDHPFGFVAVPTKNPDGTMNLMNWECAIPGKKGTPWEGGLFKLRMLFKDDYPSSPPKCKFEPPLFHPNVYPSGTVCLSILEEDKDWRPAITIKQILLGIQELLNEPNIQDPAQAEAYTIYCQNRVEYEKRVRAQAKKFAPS
NS3 helicase inh: inhibitors of Hepatitis C virus NS3 helicase | NS3 helicase DNA unwinding, Cy5 molecular beacon fluorescence | inhibition, % at 10.9 µM | hit rate 0.56% among 290,000 | AID 1800;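 active = inhibition above the mean of all tested compounds plus 3 SD, set per campaign, cut at about 35% in these data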;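 note: 0% = DMSO wells and 100% = thioflavine S control wells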
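Material: hepatitis C virus NS3 helicase domain fragment enzyme; measured by: Cy5 fluorescence, 0 and 60 min reads; control set: DMSO and thioflavine S; incubation: 60 min unwinding reaction at 25 °C after ATP addition; read-out basis: % inhibition from 60/0 min fluorescence ratio, DMSO 0%, thioflavine S 100%; repeats: singlicate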
VIM-2 inhibitor: blocks Pseudomonas aeruginosa VIM-2 metallo-beta-lactamase | purified VIM-2, nitrocefin hydrolysis, epi-absorbance fluorescence | inhibition, % at 5.6 µM | hit rate 0.89% among 290,000 | AID 1527;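 active = inhibition above the mean of all tested compounds plus 3 SD, cutoff set per screening run, cut at about 7.5% in these data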;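 note: red hydrolysis product quenches plate fluorescence so inhibitors raise well fluorescence; 0% = enzyme with DMSO and 100% = DMSO without enzyme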
PHOSPHO1 block: blocks human PHOSPHO1 phosphatase activity | Q8TCT1 | recombinant PHOSPHO1, absorbance phosphatase assay | inhibition, % at 13.3 µM | hit rate 1.1% among 290,000 | AID 1565; in the data active = inhibition above about 60%
Target sequence (Q8TCT1 whole entry, looked up): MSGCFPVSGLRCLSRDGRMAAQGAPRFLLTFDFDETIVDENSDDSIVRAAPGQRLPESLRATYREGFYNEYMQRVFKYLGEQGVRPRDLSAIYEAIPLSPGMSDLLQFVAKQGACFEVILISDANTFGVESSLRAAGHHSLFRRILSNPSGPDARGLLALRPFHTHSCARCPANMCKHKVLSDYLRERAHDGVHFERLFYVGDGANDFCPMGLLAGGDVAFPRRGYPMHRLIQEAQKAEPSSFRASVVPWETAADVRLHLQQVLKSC
Active calls of the source: *; / = not tested or not shown. A portion of the library; the hit share may differ from the screen's.

SMILES | p-CIP stab down | IMP-1 inh | IDE cell activ | DNA FID counter | MEKK3 PB1 HTS | UBC9 SUMO inh | NS3 helicase inh | VIM-2 inhibitor | PHOSPHO1 block
COc1ccccc1NC(=O)c1cc(S(=O)(=O)N2CCCC2)cn1C | 7 | -3.2 | 5 | -14 | 99 | -3 | -14 | -3.3 | 28
CCOc1ccc(N(CC(=O)NCCC2=CCCCC2)S(=O)(=O)c2ccccc2)cc1 | 1 | -0.6 | 1 | 0 | 95 | 0 | -4 | 0.1 | 27
CCOc1ccc(CNC(=O)CN2C(=O)C(c3ccccc3)Oc3cccnc32)cc1 (configuration not stated) | 4 | -3.0 | -2 | -53 | 97 | 18 | 0 | -1.1 | 22
COc1ccc(OC)c(-c2cc(C(=O)Nc3ccc(F)cc3F)no2)c1 | 5 | -2.3 | 4 | 0 | 104 | 5 | -1 | 0.5 | -8
O=C(Cc1ccccc1[N+](=O)[O-])Nc1ccc2c(c1)OCO2 | 14 | -4.3 | -6 | 1 | 102 | 3 | 13 | -2.1 | 44
CC(C)(C)n1nnnc1CN(Cc1ccco1)Cc1cc2cc3c(cc2[nH]c1=O)OCO3 | -11 | -0.8 | 3 | 13 | 102 | 38 | -1 | -2.5 | 35
CCN(Cc1nc(-c2ccc(C)cc2)no1)C(=O)c1ccco1 | -21 | -3.7 | -1 | -28 | 104 | 11 | -14 | -1.5 | 18
O=[N+]([O-])c1ccc(C[n+]2cc(-c3ccccc3)n3c2CCCCC3)cc1 | 12 | -2.3 | 8 | 9 | 98 | 3 | 6 | -0.5 | 10
C#CCOCCOCCOCCNc1nc(N2CCN(C(=O)Cn3cc(CCCN=C(N)N)nn3)CC2)nc(N2CCN(C(=O)Cn3cc(CCCN=C(N)N)nn3)CC2)n1 | 3 | 3.6 | / | 26 | 92 | 12 | -11 | -1.8 | -23
O=C(COC(=O)c1ccccc1O)Nc1ncc(Cl)cc1Cl | -10 | -3.3 | 3 | 0 | 95 | 5 | 15 | -1.5 | 5
OCCC1CN(Cc2cn[nH]c2C2CCCCC2)CCN1C1CCCC1 (configuration not stated) | -12 | -2.5 | 1 | 19 | 104 | 9 | -10 | -3.2 | 52
CN(Cc1ccccc1)C(NC(=O)c1ccco1)C(Cl)(Cl)Cl (configuration not stated) | 0 | -0.4 | 1 | 1 | 95 | 11 | -8 | -1.4 | -84
Cc1ccc(OC(C)C(=O)Nc2ccncc2)cc1C (configuration not stated) | -22 | -1.7 | 4 | -2 | 100 | -3 | -10 | 0.4 | -1
O=C(O)c1cc(Cl)c(Cl)cc1C(=O)Nc1cccc2cccnc12 | -5 | -3.4 | 1 | 1 | 103 | 76* | -4 | 9.1* | -27
Cn1c(=O)c(C(=O)NNC(=O)c2ccccc2Br)c(O)c2ccccc21 | -7 | -2.5 | 3 | -19 | 96 | -10 | 4 | -0.1 | 24
CCC(C)n1c(SCc2ccc([N+](=O)[O-])cc2)nc2ccsc2c1=O (configuration not stated) | -2 | -2.3 | -3 | -6 | 105 | -16 | -13 | -4.1 | 6
CCOC(=O)N1CCN(c2cc(=O)n(-c3ccc(C)cc3)c(=O)[nH]2)CC1 | -9 | -1.6 | 5 | -14 | 105 | 2 | 12 | -1.8 | -20
Cc1ccc(C(=O)NC(C#N)=C(Cl)Cl)cc1 | 14 | -2.9 | / | -3 | 97 | 2 | -9 | -0.1 | 6
O=C(CN1C(=O)c2ccccc2C1=O)NCc1ccncc1 | -5 | -3.5 | -1 | 0 | 103 | 1 | 1 | 1.5 | 16
CCCCn1c(CNC(=O)C(C)(C)C)nc2ccccc21 | 5 | -1.6 | 1 | -7 | 106 | 9 | 6 | 0.4 | 5
COc1ccc(N2CCN(C(CNC(C)=O)c3ccco3)CC2)cc1 (configuration not stated) | 11 | -2.7 | 0 | 1 | 105 | 3 | -4 | -2.6 | 38
CCOC(=O)C1(Cc2ccccc2)CCCN(Cc2cccc(C(C)=O)c2)C1 (configuration not stated) | -5 | -2.3 | 2 | 2 | 105 | 0 | -11 | -0.8 | 56
Cn1c(N)nc2nc(CCc3ccccc3)c(=O)[nH]c2c1=O | -8 | 5.2* | 5 | -6 | 94 | 14 | 28 | -0.7 | 45
COc1ccc2c(c1OC)C(=O)OC2Nc1ccc(S(=O)(=O)N=C(N)N)cc1 (configuration not stated) | -9 | -2.6 | 7 | 0 | 91 | 13 | 0 | -2.2 | 23
CN1CCC(N(C)C(=O)NC2CCCCC2)CC1 | -6 | -3.5 | 5 | -4 | 100 | -9 | 1 | -1.9 | -35

Some of these compounds in order of the MEKK3 PB1 HTS value, highest first.
smiles,MEKK3 PB1 HTS
CCOC(=O)C1(Cc2ccccc2)CCCN(Cc2cccc(C(C)=O)c2)C1 (configuration not stated),105
O=C(CN1C(=O)c2ccccc2C1=O)NCc1ccncc1,103
Cn1c(N)nc2nc(CCc3ccccc3)c(=O)[nH]c2c1=O,94

Other records.
SMILES | p-CIP stab down | IMP-1 inh | IDE cell activ | DNA FID counter | MEKK3 PB1 HTS | UBC9 SUMO inh | NS3 helicase inh | VIM-2 inhibitor | PHOSPHO1 block
CNC(=S)SCCOc1ccc(C)cc1 | 0 | 0.0 | -6 | 3 | 92 | 2 | -7 | 0.9 | -3
O=C(Nc1ccc([N+](=O)[O-])cc1)OCCc1ccccn1 | -3 | -0.5 | 1 | 6 | 104 | -7 | 1 | -2.0 | 18
C=CSc1sc(Cl)c(N(C)C)c1[N+](=O)[O-] | -5 | -2.3 | 2 | -2 | 98 | 22 | -1 | -2.4 | 19
COc1ccc(N2CCN(C(=O)C34CCC(C)(C(=O)C3)C4(C)C)CC2)cc1 (configuration not stated) | 1 | -1.2 | 10 | -11 | 100 | 13 | -1 | -2.3 | -60
COc1ccc(C)cc1NC1=C(Cl)C(=O)N(C2CCCCC2)C1=O | 1 | -3.4 | -4 | -5 | 96 | -10 | 0 | -1.6 | 26
CN1CCN(C(=O)c2cc(Cl)ccc2Cl)CC1 | 4 | -3.3 | 4 | 1 | 101 | -22 | 3 | -2.5 | -7
Cc1ccc(C)c2c1sc(=NC(=O)CN1C(=O)CCC1=O)n2C | -2 | -3.9 | 1 | -1 | 96 | -2 | -8 | 3.3 | -1
COc1ccc(C2/C(=C(/O)c3ccc(C)cc3)C(=O)C(=O)N2C)c(OC)c1 (configuration not stated) | 4 | -0.1 | 2 | -20 | 104 | 5 | 5 | 0.9 | -7
O=C(c1ccc2c(c1)OCO2)N(Cc1ccco1)C1(C(=O)NC2CCCCC2)CCCCC1 | 5 | -5.6 | 7 | -38 | 86 | 4 | 4 | -3.1 | 2
CCCC(=O)N1CCN(c2nc(CC(C)C)c3c(c2C#N)CCC3)CC1 | -7 | -2.0 | 3 | -35 | / | 34 | 0 | -2.4 | 21
C=CCNC(=O)c1cc2c(C(F)(F)F)nn(C)c2s1 | -6 | -2.9 | 6 | 2 | 102 | 0 | -1 | 0.5 | 4
O=c1[nH]n(-c2ccccc2)c(=O)c(Cl)c1Cl | -8 | -3.3 | 14 | 4 | 100 | -12 | 0 | -6.2 | -44
COc1ccccc1N1CCN(S(=O)(=O)c2ccc3nc(-c4ccccc4)[nH]c3c2)CC1 | -5 | 1.0 | -25 | 6 | 83 | -8 | -12 | 0.2 | -5
CCN(CC)S(=O)(=O)c1ccc2[nH]c(=O)c3ccccc3c2c1 | -9 | -5.3 | -3 | -9 | 110 | 13 | -2 | -0.5 | 34
Cc1cccc(CSc2nc(N)c(C#N)c(-c3cccs3)c2C#N)c1 | -23 | -3.5 | -6 | 10 | 105 | -8 | -9 | -2.3 | 10
C[C@@H](C(=O)NC1CCCCC1)N1C(=O)N2CCc3c([nH]c4ccccc34)[C@@]2(C)C1=O | -4 | -1.6 | 1 | -40 | 99 | -9 | -17 | -1.8 | 3
COc1ccc(-c2c(C)nn(-c3ccccc3)c2N)cc1 | -3 | -1.2 | 2 | -2 | 100 | 9 | 1 | -3.2 | -9
Cc1n[nH]c(C)c1S(=O)(=O)N1CCCC(C(=O)N2CCc3ccccc32)C1 (configuration not stated) | -6 | -2.3 | 6 | -14 | 106 | -4 | -2 | -3.4 | 8
C#CCOCCOCCOCCNc1nc(N2CCN(C(=O)[C@H]([C@@H](C)CC)n3cc([C@@H](N)Cc4ccc(O)cc4)nn3)CC2)nc(N2CCN(C(=O)[C@H](CCCCN)n3cc([C@@H](N)CO)nn3)CC2)n1 | -8 | -2.6 | / | 58* | 110 | 6 | -70 | -3.0 | 32
CCCCCc1ccc(-c2cn(CC3CCCCC3)nn2)cc1 | -5 | -5.7 | 2 | -11 | 100 | -6 | -2 | -0.4 | -69
CC1(C)CC(NC(=O)c2ccncc2)CC(C)(C)N1O | 5 | 0.7 | 3 | 2 | 100 | 14 | -6 | 0.9 | 34
NS(=O)(=O)c1ccc(CCNC(=O)CSc2nc3ccsc3c(=O)n2C2CC2)cc1 | -4 | -0.8 | -6 | 0 | 131 | -5 | 0 | -2.6 | -12
O=C(Nc1ncccc1Cl)C1COc2ccccc2O1 (configuration not stated) | -4 | 1.1 | -2 | 3 | 94 | 0 | -4 | -0.3 | 13
Cc1c(OCC(=O)N[C@@H](Cc2ccccc2)C(=O)O)ccc2c3c(c(=O)oc12)CCC3 | -9 | 0.6 | 1 | -17 | 100 | 12 | 23 | 12* | -12
CCC(C)n1c(OC)nc2c1c(=O)n(C)c(=O)n2C (configuration not stated) | -1 | -1.9 | -3 | -2 | 98 | -15 | 5 | 0.7 | 31

Going on with the list:
SMILES | p-CIP stab down | IMP-1 inh | IDE cell activ | DNA FID counter | MEKK3 PB1 HTS | UBC9 SUMO inh | NS3 helicase inh | VIM-2 inhibitor | PHOSPHO1 block
CCc1nc(SCC(=O)N2CCCCC2)c2c(=O)n(C)c(=O)n(C)c2n1 | -1 | -1.6 | 6 | -43 | 94 | -2 | 1 | 2.2 | 33
O=C(N=Nc1c(O)[nH]c2ccc([N+](=O)[O-])cc12)c1ccccc1[N+](=O)[O-] | 0 | -0.8 | 6 | 10 | 90 | 9 | -6 | -1.2 | 11
O=C(c1cccs1)c1coc2ccc(O)c(CN(CCO)CCO)c12 | -4 | -0.9 | 2 | -5 | 97 | 2 | 5 | -0.9 | -2
Cc1nn(C(=O)c2cccnc2)c(C)c1Sc1ccccc1 | -1 | -3.1 | -3 | 5 | 105 | 6 | -4 | -3.9 | 1
COc1ccc(CCC(C)N(C)Cc2ccccc2)cc1 (configuration not stated) | -12 | -2.5 | 3 | 6 | 98 | 0 | 3 | -2.5 | 39
O=C(Cc1ccccc1)Nc1ccc(Cl)cn1 | -4 | -5.5 | 2 | 0 | 102 | 9 | -4 | -2.0 | /
COC(=O)c1ccccc1NC(=O)C1CCCN(c2nnc(-n3cccc3)s2)C1 (configuration not stated) | 0 | -0.7 | 2 | -26 | 109 | 16 | -9 | -0.8 | 8
CCN(CC)C(=O)c1[nH]cnc1C(=O)N[C@@H](CC(C)C)C(=O)OCc1ccccc1 | -22 | -2.2 | -2 | -35 | 94 | 6 | 0 | -1.6 | -20

Assay outcomes as filed in PubChem BioAssay.
